C2C12 statin = suppressors of simvastatin-induced myotoxicity in C2C12 myotubes. ATP luminescence, 48 h; scaled: DMSO 0, geranylgeraniol control 100. rescue of ATP level, % at 7.49 µM. hit rate 0.78% among 330,000. AID 602340;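 active means mean ATP rescue above about 67%, or every replicate alone reaching that limit, limit read from the data, passing the limit was not always enough; inconclusive means no clear call, values can overlap the other calls; inactive means mean under the limit and some replicate under it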;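 further: myotubes were challenged with 10 µM simvastatin during compound exposure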
PGC1a acetyl inh = PGC1a acetylation modulation, inhibitor mode | inhibition, % at 15.6 µM | U2OS PGC1a acetylation, AlphaScreen anti-acetyl-lysine; with virally co-expressed GCN5 acetyltransferase | hit rate 0.17% among 350,000;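 active means every replicate shows inhibition of at least 40%; inconclusive means mean inhibition at least 40% but some replicate below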;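 further: 0% = neutral control wells and 100% = positive control wells; some results beyond the cut were filed as inactive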
miR122 inh = miR-122 inhibition in Huh7 cells; hit rate 0.3% among 340,000; activation (reporter increase), % at 12.5 µM; Huh7 miR-122 Renilla luciferase sensor, 48 h; neutral wells = 0, positive control = 100;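 active means mean replicate activation score at least 90 and every replicate individually at or above 90; inconclusive means only one of the two criteria met; inactive means neither criterion met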;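 further: higher luciferase means less miR-122 activity so hits act as miR-122 inhibitors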
Numbers without * were called inactive; ? = inconclusive. Some of the compounds tested; count on the stated rates, not on these rows.

Structure,PGC1a acetyl inh,miR122 inh,C2C12 statin
O=C(O)c1cc(-c2ccc(Cl)cc2)n[nH]1,-5.1,-9.0,11.3
COc1ccc(CCNC2CC(=O)N(CCc3ccc(OC)c(OC)c3)C2=O)cc1OC (centres undefined),-6.6,-0.5,2.3
COc1ccc(NC(=O)COc2ccccc2C#N)c(S(=O)(=O)N2CCCCC2)c1,-15.3,47.0,4.3
Cc1cccc(OCCCSc2nc3ccc(C)cc3[nH]2)c1,-3.8,-0.6,-6.5
COc1ccc(/C=C2\N=C(SC)NC2=O)cc1,-0.5,4.4,-2.8
COc1ccc(C2C(C#N)=C(N)Oc3c2sc2nc(C)cc(C)c32)cc1 (centres undefined),3.1,-3.8,-21.0
CC1(C)NC(=O)N(CC(O)COc2ccc(N3C(=O)c4ccccc4C3=O)cc2)C1=O (centres undefined),5.0,-5.2,7.6
O=C(Nc1ccc(N2CCCCC2)cc1)c1ccccn1,5.2,-7.0,-92.7
COc1ccc(/C=N/n2cncn2)cc1CSc1ccccn1,-7.7,-5.6,17.5
CCN(CC)C(=O)c1ccc(Nc2nnc(C)c3ccccc23)cc1,1.0,5.1,-58.0
CCC(=O)c1ccc(OCC(=O)O)cc1,-7.2,0.8,106.8*
CCOc1nnc(C)c2c(C)n(-c3cccc(Cl)c3)nc12,-13.4,-6.2,13.5
CCc1nnc(NS(=O)(=O)c2ccc(NC(=S)NC(=O)/C=C/c3ccc(C(C)C)cc3)cc2)s1,1.7,-0.8,3.6
CNS(=O)(=O)c1cccc(C(=O)OCC(=O)c2cc(C)n(-c3ccc4c(c3)OCO4)c2C)c1,9.5,-7.5,0.3
O=C(Cn1nnc(-c2ccccc2-n2cnnn2)n1)N1CCCCC1,7.7,16.9,3.0
COc1cc2c(cc1OC)-c1cc(N3CCCCCC3)nc(=O)n1CC2,-32.6,-11.4,-29.0
O=c1c2c(nc3cc(-c4ccccc4)[nH]n13)CCS2,2.5,-19.5,-3.5
COc1ccc(CCNC(=O)C2CCC(CNc3c(N4CCCC4)c(=O)c3=O)CC2)cc1OC (centres undefined),9.5,-2.0,85.7*
O=C1NC(=S)SC1=C1CCCC1,4.1,-0.4,12.4
CCOC(=O)C(CC)Sc1nc2c(c(=O)[nH]c(=O)n2C)n1CCc1ccccc1 (centres undefined),10.5,7.2,55.3
COc1ccc2c(c1OC)C(=O)OC2CC(=O)c1ccc2c(c1)OCO2 (centres undefined),3.3,-5.4,29.3
N#Cc1c(N)nc2c(c1N)CC(CO)O2 (centres undefined),-15.2,-5.4,4.3
COc1cc(NC(=O)Cc2cccs2)ccc1-n1cnnn1,0.2,6.7,94.0*
CC(C)CC(=O)N1CCN(Cc2ccc3c(c2)OCO3)CC1,16.7,-1.5,18.2
O=c1ccn(-c2cccc(C(F)(F)F)c2)nc1-c1ccn(-c2cccc(Cl)c2)n1,-17.1,3.7,-1.9
O=C(NCCCn1ccnc1)Nc1ccc(Cl)cc1,3.4,-7.2,3.3
CSc1sc(C)cc1C1C(C#N)=C(N)N(c2cccnc2)C2=C1C(=O)CCC2 (centres undefined),10.0,2.9,4.8
O=C(NCCCCC(NC(=O)c1ccc([N+](=O)[O-])cc1)C(=O)O)c1ccc([N+](=O)[O-])cc1 (centres undefined),-3.0,1.2,1.0
O=c1oc2c(CN3CCOCC3)c(O)ccc2c2c1CCCC2,-19.1,4.5,14.5
C=CCN1C(=O)C(O)(CC(=O)c2ccc(Cl)cc2)c2ccccc21 (centres undefined),-36.6,-0.3,3.6

Going on with the list.
Structure,PGC1a acetyl inh,miR122 inh,C2C12 statin
CCCC(=O)NC(c1ccco1)c1c(O)ccc2ccccc12 (centres undefined),8.2,0.1,9.3
O=C(CCCN1C(=O)c2ccccc2C1=O)Oc1ccc(F)cc1,-1.1,-0.1,-6.1
O=C(CSc1nc2ccccc2o1)NC(=O)NCc1ccccc1,-9.3,3.5,4.4
Cc1ccc(OCCNC(=O)c2cncc(Br)c2)cc1C,3.8,0.0,-130.5
O=C(O)CN=C(NS(=O)(=O)c1ccccc1)c1ccccc1,15.8,-8.1,7.8
Cc1onc(-c2ccccc2Cl)c1C(=O)Nc1ccc(-c2cn3cccnc3n2)cc1,6.6,0.4,-91.3
CCN(CC)CCN1C(=O)c2oc3ccccc3c(=O)c2C1c1cccc(Br)c1 (centres undefined),3.8,10.1,0.4
COC(=O)c1ccc(OCC(O)CN2C(=O)NC(C)(C)C2=O)cc1 (centres undefined),-1.9,-12.3,-2.5
COc1ccc2nc(SCC(=O)NC(C)(C)C)[nH]c2c1,-6.1,7.3,-5.2
O=C(CSc1nc(-c2ccccc2)c(-c2ccccc2)[nH]1)NCCN1C(=O)CSC1=O,26.4,11.2,-14.1
Cc1cccc(NC(=O)CN(C)S(=O)(=O)c2ccc(Br)cc2)n1,-4.4,0.2,26.4
Cc1cc2c(cc1C)[n+](C)cn2CC(O)COCc1ccccc1 (centres undefined),-7.1,6.0,-32.0
Cc1cc(NS(=O)(=O)c2ccc(NC(=O)c3cc4ccccc4o3)cc2)nc(C)n1,-23.3,0.8,-24.8
Cc1cc(Cl)ccc1NC(=O)Nc1c(C)n(-c2ccccc2)c(=O)n1C,-3.4,-4.5,-17.2
CC(C)OCCCNC(=O)Cn1nc(-c2ccccc2)ccc1=O,-20.5,1.4,2.5
FC(F)(F)c1ccc(N2CCN(c3ncnc4c3nnn4Cc3ccccc3Cl)CC2)cc1,6.3,-8.3,-18.6
CCOc1cc(CNc2ccc3c(c2)OCCO3)cc(Br)c1OC,21.3,72.2,-53.2
CCC(C)SCc1nc2ccccc2[nH]1 (centres undefined),-12.0,-3.5,121.0*
COc1ccc(NC(=O)c2c(NC(=O)CNCc3ccco3)sc3c2CCC3)c(OC)c1,-22.0,-9.8,5.5
COCCn1nnnc1CN(CCc1ccc(OC)c(OC)c1)Cc1cc2ccc(C)cc2[nH]c1=O,-5.6,-10.0,103.0*
Cn1c(C(C#N)C(=O)Cc2cccc3ccccc23)nc2ccccc21 (centres undefined),4.6,-0.2,12.0
CCC1CCCCN1c1ccc([N+](=O)[O-])cc1/C=N/NC(=O)Cn1c2ccccc2c(=O)c2ccccc21 (centres undefined),-0.5,1.1,-13.7
COc1ccc2[nH]c(=O)c(CN(Cc3nnnn3Cc3ccc(F)cc3)CC3CCCO3)cc2c1 (centres undefined),-2.0,4.7,1.0
CCCOc1ccc(CSc2nc3ccccc3[nH]2)cc1,12.2,-15.1,-8.0
COc1ccc(/C=N/NC(=O)Nc2cccc3nsnc23)c(OC)c1,0.3,-0.5,-3.2
CC1(C)CC(=O)c2c(O)cc(O)cc2O1,6.5,3.3,3.8
CS(=O)(=O)N(CC(=O)N1CCOCC1)c1ccc2c(c1)OCO2,4.3,-0.7,2.8
O=C(CC1COc2ccccc2O1)Nc1ccccn1 (centres undefined),-11.1,3.5,5.9
CC(C(=O)O)N1C(=O)CSc2ncccc21 (centres undefined),6.1,-4.5,-0.9
COc1ccccc1-c1nc(C(N)=O)c2[nH]c(=O)n(-c3cccc(C)c3)c2n1,-16.5,6.7,21.5

(further entries)
Structure,PGC1a acetyl inh,miR122 inh,C2C12 statin
Cc1ccsc1/C=C1\CCc2ccccc2C1=O,0.8,5.2,-0.2
CCN(CC)c1nc(-c2ccc(Cl)cc2)cc(C(F)(F)F)c1C#N,-7.1,13.2,-1.0
Cc1cc2c(c(=O)n1CCN(C)C)C(c1ccccc1Br)C(C#N)=C(N)O2 (centres undefined),0.4,4.2,90.1*
COc1cc(C(=O)Nc2cccc(-c3nc4cc(C)cc(C)c4o3)c2)cc(OC)c1OC,-11.8,-0.5,-17.4
Oc1ccccc1Nc1ncnc2c1oc1ccccc12,6.1,2.0,10.1
Cc1nc2ccc(NC(=O)N3CCSCC3)cc2nc1C,5.7,8.3,-17.7
Cc1c(NC(=O)C2CCN(S(=O)(=O)c3ccccc3)CC2)c(=O)n(-c2ccccc2)n1C,4.3,-9.3,8.0
NS(=O)(=O)c1ccc(CCNC2CC(=O)N(Cc3ccccc3)C2=O)cc1 (centres undefined),?,-3.9,11.6
Cc1nc(SCC(C)C)[nH]c(=O)c1Cc1ccccc1,3.9,-10.7,-8.5
CCc1ccc(C(=O)COC(=O)CNC(=O)c2ccco2)cc1,8.0,1.2,7.9
COC(=O)C1=C(C(=O)OC)C2(OC1c1ccccc1C)C(=O)c1ccccc1C2=O (centres undefined),-2.6,-2.6,-3.8
CCN(CC)S(=O)(=O)c1ccc(F)cc1,6.8,-3.7,36.4
O=C(Nc1ccc(Cl)cc1-c1nc2ccccc2s1)c1ccco1,-13.3,2.8,6.4
Cc1ccc(CSc2nc3c(cc2C#N)CCC3)cc1,-10.0,-5.7,2.7
O=C(CSc1nc2ccccc2[nH]1)Nc1cc(C(F)(F)F)ccc1N1CCOCC1,1.2,1.5,-4.1
NC(=O)N1CCN(C(=O)c2ccco2)CC1,5.6,-5.5,-1.5
Cn1c(NC(=O)c2cccnc2)nc2ccccc21,3.4,13.8,-1.2
O=C(O)CCC(=O)N1CCOc2ccc(Cl)cc21,-3.7,-4.5,-0.7
CCOC(=O)c1c(NC(=O)CSc2nnc(CNc3ccc(C)cc3C)o2)sc(C)c1C,-5.1,-3.1,6.6
CCc1c(C)sc(NC(=O)c2cc(-c3ccco3)on2)c1C#N,1.1,-2.4,1.9
O=C(Nc1nccs1)C1CCN(S(=O)(=O)c2ccc(Cl)c(C(F)(F)F)c2)CC1,11.0,-7.6,9.8
Cc1cc(C)nc(SCCS(=O)Cc2ccc(Cl)cc2)n1 (centres undefined),-8.4,-3.6,9.2
COc1ccc(NS(=O)(=O)c2ccc(Oc3ncccn3)cc2)cc1,-11.6,28.1,15.5
COc1ccc(S(=O)(=O)N(C)CC(=O)Nc2ccc3c(c2)OCO3)cc1OC,30.6,-0.4,-5.4
CCCc1cc(=O)[nH]c(SCC(=O)N(CC)Cc2ccccc2)n1,-8.6,-5.7,4.9
CCOC(=O)C1=C(C)C(c2ccc(OC)cc2OC)NC(=O)N1 (centres undefined),-26.9,-7.8,-2.0
Cc1nn(-c2cc(N3CCCCC3)ccc2N)c(=O)c2ccccc12,6.8,-6.3,-21.0
CCOC(=O)c1cccc(NC(=O)CCn2cccc2)c1,-12.9,-8.3,3.0
CCOC(=O)c1ccc(NC2=CC(=O)C(=O)c3ccccc32)cc1,1.4,-3.0,-40.9
CC(C)(C)c1ccc(NC(=S)NCc2cccs2)cc1,-7.7,56.1,-8.6

Going on with the list:
Structure,PGC1a acetyl inh,miR122 inh,C2C12 statin
Cc1cc(-c2ccc(N3C(=O)CCC3=O)c(C)c2)ccc1N1C(=O)CCC1=O,-5.6,-8.9,8.8
CCOc1ccc(C(C)=O)cc1N1C(=O)C2C3C=CC(O3)C2C1=O (centres undefined),-10.2,8.2,-13.5
CCc1nnc(NC(=O)c2cccc(S(=O)(=O)N3CCc4ccccc43)c2)s1,19.3,-5.0,2.3
c1ccc(-c2cnnc(SCc3cn4cccnc4n3)n2)cc1,11.3,-3.1,10.0
CC1Cc2ccccc2N1S(=O)(=O)c1cccc(C(=O)NCCCO)c1 (centres undefined),-3.7,-2.1,1.1
Cc1csc(NC(=O)Cc2c[nH]c3ccccc23)n1,-0.3,4.4,3.9
Cc1nn(C)cc1CN(C)C(=O)c1cc2nc(-c3ccco3)cc(C(F)(F)F)n2n1,3.5,4.5,-16.3
O=C(NCCc1ccc(F)cc1)c1cccs1,1.0,-4.0,-0.5

Compound profiles, as listed above. Screens in order: PGC1a acetyl inh, miR122 inh, C2C12 statin
`Cc1cccc(OCCCSc2nc3ccc(C)cc3[nH]2)c1` in the list: -3.8, -0.6, -6.5
`COc1ccc(NC(=O)COc2ccccc2C#N)c(S(=O)(=O)N2CCCCC2)c1` in the list: -15.3, 47.0, 4.3

Six compounds already listed, ordered by the number in PGC1a acetyl inh, descending.
molecule | PGC1a acetyl inh | miR122 inh
CCc1nnc(NC(=O)c2cccc(S(=O)(=O)N3CCc4ccccc43)c2)s1 | 19.3 | -5.0
c1ccc(-c2cnnc(SCc3cn4cccnc4n3)n2)cc1 | 11.3 | -3.1
Cc1nn(C)cc1CN(C)C(=O)c1cc2nc(-c3ccco3)cc(C(F)(F)F)n2n1 | 3.5 | 4.5
Cc1csc(NC(=O)Cc2c[nH]c3ccccc23)n1 | -0.3 | 4.4
CC1Cc2ccccc2N1S(=O)(=O)c1cccc(C(=O)NCCCO)c1 (centres undefined) | -3.7 | -2.1
Cc1cc(-c2ccc(N3C(=O)CCC3=O)c(C)c2)ccc1N1C(=O)CCC1=O | -5.6 | -8.9
